OX1R antag – antagonists of human orexin 1 receptor (OX1R). O43613. OX1R-expressing cells, FRET antagonist read-out. inhibition, % at 6.6 µM. 330,000 compounds, 1.8% hits. AID 485270; in the data active = inhibition mostly above about 38%, no sharp cut-off; inactive = mostly below about 40%;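 note: 0% = agonist challenge alone and 100% = reference antagonist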
KCNQ2 inh – KCNQ2 channel blockers in CHO-K1 cells – cell-based, FluxOR thallium flux, B-score, primary screen (AID 2156). B-score at 10 µM. O88943. 20 min; active compounds read low. 310,000 compounds, 1.1% hits;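 active = fluorescence ratio B-score at most minus 3 library SDs, with starting brightness B-score within 2 library SDs, cut at about -5.5 in these data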
Target sequence (O88943 whole entry, looked up): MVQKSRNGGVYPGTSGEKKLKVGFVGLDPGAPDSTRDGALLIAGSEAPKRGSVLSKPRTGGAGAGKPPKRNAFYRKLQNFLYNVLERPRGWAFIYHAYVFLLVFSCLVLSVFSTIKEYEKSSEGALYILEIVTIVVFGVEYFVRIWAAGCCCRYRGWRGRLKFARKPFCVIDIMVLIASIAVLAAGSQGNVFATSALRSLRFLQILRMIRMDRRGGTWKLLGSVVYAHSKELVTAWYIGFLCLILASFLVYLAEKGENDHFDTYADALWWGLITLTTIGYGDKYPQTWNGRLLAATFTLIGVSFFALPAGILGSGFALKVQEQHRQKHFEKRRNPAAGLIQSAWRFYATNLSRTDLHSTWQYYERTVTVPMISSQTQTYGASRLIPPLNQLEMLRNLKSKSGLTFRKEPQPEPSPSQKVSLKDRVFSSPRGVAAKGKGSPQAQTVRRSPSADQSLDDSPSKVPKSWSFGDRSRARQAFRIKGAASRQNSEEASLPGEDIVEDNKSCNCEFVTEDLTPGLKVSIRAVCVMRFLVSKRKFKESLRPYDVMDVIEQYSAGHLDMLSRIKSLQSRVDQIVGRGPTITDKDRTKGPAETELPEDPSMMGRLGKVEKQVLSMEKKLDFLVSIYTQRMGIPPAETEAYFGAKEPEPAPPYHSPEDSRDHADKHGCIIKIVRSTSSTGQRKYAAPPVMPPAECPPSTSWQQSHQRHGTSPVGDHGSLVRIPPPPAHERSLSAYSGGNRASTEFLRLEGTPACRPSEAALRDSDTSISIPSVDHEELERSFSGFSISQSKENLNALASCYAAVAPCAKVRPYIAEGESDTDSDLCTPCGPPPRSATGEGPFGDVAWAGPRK
STK33 inh – blocks human STK33 kinase activity. Q9BYT3. purified STK33, MBP phosphorylation, ADP-Glo luminescence. inhibition, % at 10 µM. 320,000 compounds, 0.073% hits. AID 2661;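 active = inhibition at or above 25%, using the most active replicate where run in duplicate; inactive = inhibition below 25%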
Starred values were filed as active, the others as inactive. Compounds were not picked by outcome; about 2.7% have a hit in one of these screens.

Sample of the layout, 2 compounds:
For Cc1ccc(Cl)cc1NC(=O)c1ccccc1OCC(=O)Nc1ccc(Cl)cc1 the results were OX1R antag 5.5, KCNQ2 inh inactive and STK33 inh 0.5.
Screening COc1ccc(CCNC(=O)C(=O)NCC2OCCCN2S(=O)(=O)c2cc(C)ccc2C)cc1 (stereo not given) returned OX1R antag 29.1, KCNQ2 inh inactive and STK33 inh -0.6.

The listing, from the first entry:
For Cc1ccc(Cl)cc1NC(=O)c1ccccc1OCC(=O)Nc1ccc(Cl)cc1 the results were OX1R antag 5.5, KCNQ2 inh inactive and STK33 inh 0.5.
Screening COc1ccc(CCNC(=O)C(=O)NCC2OCCCN2S(=O)(=O)c2cc(C)ccc2C)cc1 (stereo not given) returned OX1R antag 29.1, KCNQ2 inh inactive and STK33 inh -0.6.
Screening CC(=O)Nc1ccc(Nc2ccc3c4c(cc(=O)n3C)-c3ccccc3C(=O)c24)cc1 returned OX1R antag 19.0, KCNQ2 inh inactive and STK33 inh 1.3.
Screening CCN(CC)C(=O)Cn1c(=O)n(C)c2ccccc21 returned OX1R antag 10.3, KCNQ2 inh inactive and STK33 inh -1.6.
`Cc1c(C)c2c(c(C)c1O)CCC(C)(C(=O)O)O2` (stereo not given) gave OX1R antag 25.7 and STK33 inh -0.3.
For CN(C)CCN1C(=O)C(=O)/C(=C(/O)c2ccccc2)C1c1ccccc1F (stereo not given) the results were OX1R antag 21.9, KCNQ2 inh inactive and STK33 inh -0.5.
Screening CCOP(=O)(c1ccccc1)C(O)c1ccc([N+](=O)[O-])cc1 (stereo not given) returned OX1R antag 26.2 and KCNQ2 inh inactive.
`COc1ccc(CCNC(=O)CCC(=O)NC2CCCCC2)cc1OC` gave OX1R antag -2.7, KCNQ2 inh inactive and STK33 inh -1.4.
`Cc1ccc(-c2cc(=O)c3ccc(Cl)cc3[nH]2)cc1` gave OX1R antag 20.3, KCNQ2 inh inactive and STK33 inh -0.8.
For O=C(c1ccccc1)c1cccc(NC(=O)C2CC2)c1 the results were OX1R antag 19.1, KCNQ2 inh inactive and STK33 inh -0.2.
For O=C(CSc1nnc2c(n1)[nH]c1ccc(F)cc12)NC1CC1 the results were OX1R antag -10.2, KCNQ2 inh inactive and STK33 inh -1.0.
Screening Cc1ccc(N2CCN(C(=O)c3cn(CC4CCCCC4)nn3)C(C)C2)cc1 (stereo not given) returned OX1R antag 2.2, KCNQ2 inh inactive and STK33 inh -0.1.
Cc1ccc(Cl)cc1N(CC(=O)NC1CCCC1)C(=O)c1csnn1 was read as OX1R antag 17.3, KCNQ2 inh inactive and STK33 inh 0.9.
Screening COc1ccc(-n2nc(C(=O)NCC(=O)Nc3cc(Cl)c(OC)cc3OC)c3ccccc3c2=O)cc1 returned OX1R antag 18.9, KCNQ2 inh inactive and STK33 inh -0.6.
Screening CC(=O)N1CCc2cc(S(=O)(=O)NCCC(=O)NC3CCN(Cc4ccccc4)CC3)ccc21 returned OX1R antag 5.2 and STK33 inh -0.5.
For CCCCc1c(C)[nH]c(=S)[nH]c1=O the results were OX1R antag -0.2, KCNQ2 inh inactive and STK33 inh 0.2.
Screening COc1ccc(CNC(=O)c2ccc(CN3CCOCC3)cc2)cc1 returned OX1R antag 5.9, KCNQ2 inh inactive and STK33 inh -2.5.
CCCn1c(SCC(=O)NC(C)C)nc2sc3c(c2c1=O)CCC3 was read as OX1R antag 34.0, KCNQ2 inh inactive and STK33 inh -0.2.
`CCC1CCC(N2CCN(c3ccc(F)cc3)CC2)CC1` (stereo not given) gave KCNQ2 inh inactive and STK33 inh -2.3.
Cc1ccccc1C(=O)N=c1ccn(-c2nc3ccccc3nc2NS(=O)(=O)c2ccccc2)cc1 was read as OX1R antag 0.2, KCNQ2 inh inactive and STK33 inh 0.6.
O=S(=O)(c1ccc(-c2ccccc2)cc1)N1CCOCC1 was read as OX1R antag 24.3, KCNQ2 inh inactive and STK33 inh -0.8.
For CC(C)CC(=O)N1CCN(Cc2ccc3c(c2)OCO3)CC1 the results were OX1R antag -2.0, KCNQ2 inh inactive and STK33 inh -0.5.
N#Cc1cc(-c2ccccc2)nc(Oc2ccccc2)n1 was read as OX1R antag 37.0, KCNQ2 inh inactive and STK33 inh -0.7.
For CCOC(=O)N1CCC(=NNC(=O)c2cc3ccccc3cc2O)CC1 the results were OX1R antag 14.4 and KCNQ2 inh inactive.
`CC1(C)C2CC=C(/C=N/n3cnnc3)C1C2` (stereo not given) gave OX1R antag 13.4, KCNQ2 inh inactive and STK33 inh -1.1.
Oc1cc(-c2ccc(N3CCCCC3)nc2)cc2cccnc12 was read as OX1R antag 3.4 and STK33 inh -1.1.
O=C(CN(C1CCCCC1)S(=O)(=O)c1ccccc1)NCc1cccnc1 was read as OX1R antag 32.3, KCNQ2 inh inactive and STK33 inh 0.6.
`Cc1cc(C)c(S(=O)(=O)N2CCCC(C(=O)NC3CCCC3)C2)c(C)c1` (stereo not given) gave OX1R antag 52.7, KCNQ2 inh inactive and STK33 inh -0.7.
`COCCN1CC(C(=O)NCc2ncccc2C)CCC1=O` (stereo not given) gave OX1R antag 6.1, KCNQ2 inh inactive and STK33 inh 0.2.
O=C(Cc1ccccc1)N[C@@H](Cc1ccccc1)c1nc2ccccc2[nH]1 was read as OX1R antag 31.9, KCNQ2 inh inactive and STK33 inh -0.9.
Screening Cc1ccc(CNC(=O)C2CCC(=O)N(CC3CCCCC3)C2)o1 (stereo not given) returned OX1R antag 6.0, KCNQ2 inh inactive and STK33 inh -1.3.
Screening CCOC(=O)C1CCCN(Cc2ccccc2C)C1 (stereo not given) returned OX1R antag 7.7, KCNQ2 inh inactive and STK33 inh -1.1.
CCCC(CCC)C(=O)Nc1ccc2c(c1)N(C(=O)CCN1CCN(C)CC1)c1ccccc1CC2 was read as OX1R antag 6.0, KCNQ2 inh inactive and STK33 inh 0.0.
`CCSc1nnc(NC(=O)[C@@H](NC(=O)c2ccccc2F)C(C)C)s1` gave OX1R antag 11.8, KCNQ2 inh inactive and STK33 inh -1.8.
`O=C(O)c1ccccc1C(=O)OCCc1cc2ccccc2c(=O)o1` gave OX1R antag 12.7 and STK33 inh -0.5.
For CCOc1ccc(-c2cc(CCCC(=O)NCCc3ccccc3)no2)cc1 the results were OX1R antag 17.8, KCNQ2 inh inactive and STK33 inh -1.8.
For Cc1ccc(OCc2cc(C(=O)NC3CCOC3)no2)cc1C (stereo not given) the results were OX1R antag 12.9, KCNQ2 inh inactive and STK33 inh -0.1.
O=c1c2ccccc2nc(SCc2nnc(-c3ccccc3Br)o2)n1-c1ccccc1 was read as OX1R antag 1.5, KCNQ2 inh inactive and STK33 inh -3.6.
`CCCCNC(=O)c1ccc(CS(=O)(=O)Cc2ccccc2F)o1` gave OX1R antag 7.8, KCNQ2 inh inactive and STK33 inh -1.2.
CCOc1c(Cl)cc(CNC(C)(C)CC(C)(C)C)cc1OC was read as OX1R antag 15.8 and KCNQ2 inh inactive.

The last two entries of the section before are carried over, then new ones follow:
`CCCCNC(=O)c1ccc(CS(=O)(=O)Cc2ccccc2F)o1` gave OX1R antag 7.8, KCNQ2 inh inactive and STK33 inh -1.2.
CCOc1c(Cl)cc(CNC(C)(C)CC(C)(C)C)cc1OC was read as OX1R antag 15.8 and KCNQ2 inh inactive.
`CC1CCCC(NC(=O)COC(=O)c2cc(=O)[nH]c3ccccc23)C1C` (stereo not given) gave OX1R antag 6.5 and STK33 inh -1.4.
For O=C(Nc1nnc(-c2ccc(F)cc2)o1)c1ccc(S(=O)(=O)N2CCOCC2)cc1 the results were OX1R antag 3.2, KCNQ2 inh inactive and STK33 inh 0.6.
Screening Cc1ccc(S(=O)(=O)n2c([N+](=O)[O-])cnc2C)cc1C returned OX1R antag 20.8, KCNQ2 inh inactive and STK33 inh 8.8.
CC1=C(C(=O)N2CCCCC2)C2(CCC(C)CC2)OC1=O (stereo not given) was read as OX1R antag 9.9, KCNQ2 inh inactive and STK33 inh -0.4.
C=CCNC(=S)Nc1ccc(C)c(S(=O)(=O)N2CCCCC2)c1 was read as OX1R antag 6.0, KCNQ2 inh inactive and STK33 inh -1.3.
Screening CN(C)CCCNC(=O)CCc1ncc(C(F)(F)F)cc1Cl returned OX1R antag 16.7, KCNQ2 inh inactive and STK33 inh -1.1.
For COCC(C)NC(=O)Cc1ccc(F)cc1 (stereo not given) the results were OX1R antag 13.4, KCNQ2 inh inactive and STK33 inh -0.1.
For CC(C)c1c(C(=O)N/N=C/c2ccccc2C(=O)O)nnn1-c1nonc1N the results were OX1R antag 28.1, KCNQ2 inh inactive and STK33 inh -1.1.
`CCOc1ccc2nc(NC(=O)COC)sc2c1` gave OX1R antag 15.2 and KCNQ2 inh inactive.
Screening COc1ccc(NC(=O)C(C)N(C)Cc2ccc3ccccc3c2)cc1 (stereo not given) returned OX1R antag 4.7, KCNQ2 inh inactive and STK33 inh -1.6.
`O=C(CCNC(=O)c1ccc(Br)cc1)NNC(=O)COc1ccccc1F` gave OX1R antag 15.3 and STK33 inh 0.8.
For CCN(CC(=O)NCc1ccc(F)cc1)C(=O)Cc1c(F)cccc1Cl the results were OX1R antag 9.0, KCNQ2 inh inactive and STK33 inh -3.4.
Screening O=C(Nc1ccccc1C(=O)NCc1cccnc1)c1ccc(Cl)cc1Cl returned OX1R antag 1.1, KCNQ2 inh inactive and STK33 inh -0.8.
`CC(=O)NCCn1ccc2ccccc21` gave OX1R antag 40.4, KCNQ2 inh inactive and STK33 inh -0.7.
COc1ccc(-c2nc(-c3ccccc3)c(-c3cc([N+](=O)[O-])ccc3C)[nH]2)cc1O was read as OX1R antag 19.0, KCNQ2 inh inactive and STK33 inh -1.0.
Screening CCn1c(SCc2nnc(-c3ccccc3)o2)nnc1-c1ccc(S(=O)(=O)N2CCCC2)cc1 returned OX1R antag 11.6, KCNQ2 inh inactive and STK33 inh 0.7.
Screening FC(F)(F)c1ccc(Oc2ccc(Cl)cc2Br)nc1 returned OX1R antag 16.4, KCNQ2 inh inactive and STK33 inh 1.2.
`CC1CN(Cc2c(O)ccc3c(=O)c(-c4ccccc4)coc23)CC(C)O1` (stereo not given) gave OX1R antag 34.6, KCNQ2 inh inactive and STK33 inh -0.2.
Screening O=C(Nc1nnc(C2CC2)s1)c1cc(S(=O)(=O)N2CCCCC2)ccc1N1CCOCC1 returned OX1R antag 16.1, KCNQ2 inh inactive and STK33 inh -1.9.
Screening COc1ccc(/C(C)=N/NC(=O)c2nnn(-c3nonc3N)c2-c2cccs2)cc1 returned OX1R antag 3.1, KCNQ2 inh inactive and STK33 inh 0.1.
O=C(O)COc1ccc(Br)cc1/C=N\Nc1ccccn1 was read as OX1R antag 0.8, KCNQ2 inh inactive and STK33 inh 0.6.
`O=c1cc(CSc2ccc(Cl)cc2)nc(-c2ccccc2)[nH]1` gave OX1R antag 22.6, KCNQ2 inh inactive and STK33 inh 0.3.
`CC(Sc1ccccn1)C(=O)Nc1ccccc1` (stereo not given) gave OX1R antag 5.6, KCNQ2 inh inactive and STK33 inh -1.4.
CCC1=NN(S(=O)(=O)c2ccc(C)cc2)C(O)(C(F)(F)F)C1 (stereo not given) was read as OX1R antag 20.8, KCNQ2 inh inactive and STK33 inh -1.4.
For O=C(/C=C/c1ccccc1Cl)NCCc1ccc(F)cc1 the results were OX1R antag 19.4, KCNQ2 inh inactive and STK33 inh -0.4.
For Cc1cc2oc(C(=O)N3CCN(CCc4ccccn4)CC3)c(C)c2cc1C the results were OX1R antag 34.3, KCNQ2 inh inactive and STK33 inh -1.4.
Screening O=C(COC(=O)/C=C/c1ccc2c(c1)OCO2)NC1CC1 returned OX1R antag 12.7, KCNQ2 inh inactive and STK33 inh 1.0.
COc1ccc(N(CC(=O)Nc2ccccc2C(=O)O)S(=O)(=O)c2ccc(C)c([N+](=O)[O-])c2)cc1 was read as OX1R antag 15.8, KCNQ2 inh inactive and STK33 inh -6.5.
`COc1ccc(NC(=O)C2CCCN(S(=O)(=O)c3ccc4c(c3)CC(C)N4C(C)=O)C2)cc1` (stereo not given) gave OX1R antag 22.8, KCNQ2 inh inactive and STK33 inh -2.3.
Screening Cc1ccccc1C(=O)Nc1nnc(S(=O)(=O)N2CCCCCC2)s1 returned OX1R antag 6.2, KCNQ2 inh inactive and STK33 inh -2.0.

Compounds shown so far with a thiophene ring, fused or not (two):
CCCn1c(SCC(=O)NC(C)C)nc2sc3c(c2c1=O)CCC3 was read as OX1R antag 34.0, KCNQ2 inh inactive and STK33 inh -0.2.
Screening COc1ccc(/C(C)=N/NC(=O)c2nnn(-c3nonc3N)c2-c2cccs2)cc1 returned OX1R antag 3.1, KCNQ2 inh inactive and STK33 inh 0.1.

(more compounds)
For C=CCNc1sc(C(=O)c2ccc(Br)s2)c(N)c1C#N the results were OX1R antag 6.1, KCNQ2 inh inactive and STK33 inh 2.4.
O=C(CCC(=O)N1CCOc2ccccc21)NCc1cccnc1 was read as OX1R antag 0.9, KCNQ2 inh inactive and STK33 inh 2.1.
Screening COc1ccc(N2Cc3ccccc3C2=NC(=O)c2cccc([N+](=O)[O-])c2)cc1 returned OX1R antag 56.8, KCNQ2 inh inactive and STK33 inh 0.9.
Cc1cc2c(cc1C)C(c1ccccc1OC(C)C)CC(=O)N2 (stereo not given) was read as OX1R antag 5.6, KCNQ2 inh inactive and STK33 inh -1.4.
For COc1cc(Br)c(C(C)NC(=O)c2cccc(Br)c2)cc1OC (stereo not given) the results were OX1R antag 8.0, KCNQ2 inh inactive and STK33 inh -1.6.
COCCCn1c(=O)c2ccccc2n(Cc2ccccc2)c1=O was read as OX1R antag 33.7, KCNQ2 inh inactive and STK33 inh 0.3.
For COc1ccc(C2C(C(=O)NCCN3CCOCC3)c3ccccc3C(=O)N2C)cc1OC (stereo not given) the results were OX1R antag 2.2, KCNQ2 inh inactive and STK33 inh 2.2.
`CCNc1nc(NC#N)nc(SCC(=O)OCC)n1` gave OX1R antag 6.7, KCNQ2 inh inactive and STK33 inh -2.0.

Screening data as filed in PubChem BioAssay.
